# Bioassay records deposited in PubChem by several laboratories.
# OX1R antag: blocks the human orexin 1 receptor; OX1R-expressing cells, FRET antagonist read-out; actives 1.8% (n = 330,000); inhibition, % at 6.6 µM; AID 485270; O43613; in the data active = inhibition mostly above about 38%, no sharp cut-off; inactive = mostly below about 40%;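 note: 0% = agonist challenge alone and 100% = reference antagonist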
# Target sequence (O43613 whole entry, looked up): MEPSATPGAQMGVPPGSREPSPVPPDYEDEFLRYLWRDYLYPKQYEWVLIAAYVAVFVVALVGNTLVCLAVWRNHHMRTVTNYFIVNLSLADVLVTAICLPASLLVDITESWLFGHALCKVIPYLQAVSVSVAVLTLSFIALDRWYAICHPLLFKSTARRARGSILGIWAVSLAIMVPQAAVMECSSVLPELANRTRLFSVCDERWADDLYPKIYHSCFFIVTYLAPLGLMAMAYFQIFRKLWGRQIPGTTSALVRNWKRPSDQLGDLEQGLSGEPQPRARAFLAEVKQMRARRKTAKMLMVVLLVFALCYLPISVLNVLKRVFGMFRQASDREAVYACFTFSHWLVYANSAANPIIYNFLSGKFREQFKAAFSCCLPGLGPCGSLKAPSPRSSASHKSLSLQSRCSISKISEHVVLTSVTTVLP
# STK33 kinase inh: inhibitors of human STK33 kinase | Q9BYT3 | AID 2661 | inhibition, % at 10 µM | actives 0.073% (n = 320,000) | purified STK33, MBP phosphorylation, ADP-Glo luminescence;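 active = inhibition at or above 25%, using the most active replicate where run in duplicate; inactive = inhibition below 25%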
# Target sequence (Q9BYT3 whole entry, looked up): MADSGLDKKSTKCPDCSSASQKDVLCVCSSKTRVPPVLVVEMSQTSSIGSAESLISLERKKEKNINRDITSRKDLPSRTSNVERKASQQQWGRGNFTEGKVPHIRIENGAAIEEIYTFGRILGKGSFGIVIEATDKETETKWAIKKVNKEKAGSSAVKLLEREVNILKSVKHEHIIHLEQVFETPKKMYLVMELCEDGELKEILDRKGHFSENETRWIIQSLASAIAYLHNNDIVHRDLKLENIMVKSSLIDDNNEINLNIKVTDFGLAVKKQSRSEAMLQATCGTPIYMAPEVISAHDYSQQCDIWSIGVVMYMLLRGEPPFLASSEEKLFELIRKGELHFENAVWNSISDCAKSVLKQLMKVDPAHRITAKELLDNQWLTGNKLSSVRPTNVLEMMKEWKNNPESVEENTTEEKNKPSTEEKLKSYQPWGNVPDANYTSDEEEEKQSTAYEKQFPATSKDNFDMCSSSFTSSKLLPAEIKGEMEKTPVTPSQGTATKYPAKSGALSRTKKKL
# KCNQ2 inh: KCNQ2 channel blockers in CHO-K1 cells – cell-based, FluxOR thallium flux, B-score, primary screen (AID 2156); O88943; 20 min; hits give low values; B-score at 10 µM; actives 1.1% (n = 310,000);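 active = fluorescence ratio B-score at most minus 3 library SDs, with starting brightness B-score within 2 library SDs, cut at about -5.5 in these data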
# Numbers without * were called inactive; i = inactive; / = no result given.
SMILES,OX1R antag,STK33 kinase inh,KCNQ2 inh
C=CCn1c(SCC(=O)Nc2c(C)n(C)n(-c3ccccc3)c2=O)nnc1-c1cccnc1,4.1,-1.6,/
COC(=O)C1=C(C)NC(=O)NC1c1ccc(-c2ccc(Cl)cc2)o1 (stereo not given),14.1,-1.9,i
COC(=O)c1[nH]c2cc(OC)ccc2c1NC(=O)CN1CCN(c2cccc(C)c2)C(C)C1 (stereo not given),10.0,-2.0,i
Cn1c(=O)[nH]c(=O)c2c1nc(N1CCCCCC1)n2CCOc1ccccc1,-2.0,-0.4,i
O=C(NN1C(=O)NC2(CCCCC2)C1=O)c1ccc(Cl)c(Cl)c1,-3.6,0.3,/
O=C(N1CCOCC1)N1CCN(C(c2ccccc2)c2ccccc2)CC1,11.3,0.1,i
O=S(=O)(/N=C(/c1ccccc1Cl)N1CCOCC1)c1ccccc1,10.6,-0.8,i
Cc1onc(-c2c(F)cccc2Cl)c1C(=O)NNC(=O)C1CCN(Cc2cccc(F)c2)CC1,11.2,-0.8,i
CS(=O)(=O)N1N=C(c2cccs2)CC1c1ccccc1 (stereo not given),7.7,-0.9,i
CC(C)C(NC(=O)c1ccco1)C(=O)NCC(c1ccco1)N1CCCCC1 (stereo not given),8.3,0.1,i
Cc1nnc(N/N=C/C(C)c2ccccc2)[nH]c1=O (stereo not given),3.9,-1.3,i
O=C(Nc1cccc(F)c1)NC1(C(=O)N2CCOCC2)CCCCC1,1.9,-2.4,i
O=C(O)C1=C[C@@H](c2ccc(Br)cc2)C[C@@H](OCc2ccc(CO)cc2)O1,14.1,8.2,i
CN(Cc1cccc2ccccc12)C(=O)c1cc(COc2c(F)cccc2F)on1,26.7,-2.3,i
CCOC(=O)c1cc(S(=O)(=O)NCc2ccco2)cn1C,7.5,0.2,i
O=C(CCn1cccc1)Nc1ccc(F)cc1,14.2,-0.1,i
CC1(C(=O)NCCc2c[nH]c3ccccc23)C=CC2(CCCCC2)N1C(=O)c1ccccc1 (stereo not given),30.0,0.7,i
Cc1cccc(Cl)c1NC(=S)N1CCN(c2ccc([N+](=O)[O-])cn2)CC1,24.5,-0.8,i
CCCCC1C(=O)CC[C@H]2[C@@H]1CC(=O)[C@@H]2C/C=C\CCCC(=O)O (stereo not given in full),16.3,-1.9,i
O=C(CSc1nc2ncc(Br)cc2[nH]1)Nc1ccc2c(c1)OCO2,29.5,-0.1,i
O=C(NCCCO)C(=O)NCC1OCCCN1S(=O)(=O)c1cccs1 (stereo not given),17.8,-2.0,i
Cc1cc([N+](=O)[O-])nn1CC(=O)N1N=C(C(F)F)CC1(O)C(F)F (stereo not given),19.1,-0.2,i
CCOC(=O)CC(=O)Nc1nc2ccccc2s1,28.2,-0.4,i
CC(C)C(=O)NCCSc1c[nH]c2ccccc12,8.2,-1.4,i
Cc1ccc2occ(C3NC(C(=O)O)CS3)c(=O)c2c1 (stereo not given),-4.4,-0.2,i
CC(CCCC(C)(C)O)NCc1cn[nH]c1-c1ccc2c(c1)OCO2 (stereo not given),8.6,0.5,i
CCOC(=O)c1c(-c2ccccc2Cl)cn2ccccc12,19.6,-1.2,i
CCN(CC)c1ccc(NC(=O)CCCCCN2C(=O)c3ccccc3C2=O)cc1,32.0,-1.4,i
O=C(O)C[C@@H](O)C(=O)O,6.2,-2.1,i
Cn1c(SCC(=O)N2CCCc3ccccc32)nnc1-c1c[nH]c2ccccc12,17.6,0.6,i
CCCCNCc1cc(Cl)c(OCCC)c(OCC)c1,9.9,-1.2,i
O=C(COC(=O)c1ccc(S(=O)(=O)N2CCCC2)cc1)NCc1ccc(F)cc1,20.6,-1.0,i
CCSCC1COC(c2cccn2Cc2ccc(C)cc2)=N1 (stereo not given),18.1,-2.1,i
CCOC(=O)Cc1csc(NC(=O)c2ccc(F)cc2)n1,3.1,0.3,i
COc1ccc(C2CC(c3ccc(Cl)cc3Cl)Nc3nc(N)nn32)cc1 (stereo not given),6.5,0.4,i
CC1CC(C)(C)NC(=S)N1CC(=O)NCc1ccc(Cl)cc1 (stereo not given),4.4,-0.7,i
O=C(Cc1cccs1)Nc1ccc(S(=O)(=O)N2CCCCC2)cc1,5.1,-1.4,/
CCN(CC)C(=S)NC(=O)c1cccnc1,12.0,-2.2,i
COc1ccc(NC(=O)CSc2cn[nH]n2)c(OC)c1,8.5,-1.3,i
CC1(CC(=O)Nc2ccccc2)NC(=S)N(c2ccccc2)N1 (stereo not given),18.2,/,i
CC(C)CC(=O)C1CCCN(C(=O)c2ccc3oc(Cc4ccccc4)nc3c2)C1 (stereo not given),15.5,-1.9,i
O=C(NNC(=O)c1cc(-c2ccccc2Cl)nc2ccccc12)c1csc(N2CCOCC2)n1,3.9,-0.3,i
COc1ccc(NC(=O)Cc2ccc(C)c(C)c2)cc1Cl,21.3,-0.8,i
CCN1C(=O)CSc2ccc(C(=O)NCc3ccccc3)cc21,19.3,0.5,i
C/C(=N/NC(=O)c1cccc(Br)c1)C1CC2CCC1C2 (stereo not given),13.5,-1.8,i
COC(=O)c1cccnc1-n1c(=O)c2cccnc2n(Cc2ccc(Cl)cc2)c1=O,13.4,0.5,i
COc1ccc(NC(=O)c2ccccc2-c2ccccc2)c(C)c1,-1.3,-0.5,i
CN(CC(=O)Nc1cccc(F)c1)C(=O)c1ccc(-c2ccc(Cl)cc2)o1,12.7,-0.4,i
C/C(Cl)=C\C[N+](C)(C)CC(=O)OCCc1ccccc1,6.1,-2.0,i
Nc1ccc(C2(c3ccc(N)cc3)c3ccccc3C(=O)c3ccccc32)cc1,17.1,-0.4,i
O=C1C(=C(O)c2ccccc2)C(=O)c2ccccc21,4.7,0.8,i
N#Cc1cccc(NC(=O)N2CCC(c3nc4c(nnn4Cc4cccc(Cl)c4)c(=O)[nH]3)CC2)c1,17.0,0.6,i
CC(Nc1ncnc2sccc12)c1ccccc1 (stereo not given),35.7,0.4,i
CCCc1cc(=O)oc2c3c(cc(OCC(=O)N[C@@H](CSC)C(=O)O)c12)OC(C)(C)CC3,/,-1.7,i
Clc1ccc(-c2noc(CN3CCCC3)n2)cc1,9.6,0.0,i
C=CCSc1nnc(-c2sc(-c3ccccc3)nc2C)n1C,-0.2,0.1,i
CCOC(=O)/C=C1\CN(C(C)c2ccccc2)S(=O)(=O)c2ccccc21 (stereo not given),18.6,-0.7,i
Cc1ccccc1-c1nnc(SCC(=O)NCc2ccc3c(c2)OCO3)n1C,4.3,4.4,i
Cc1cc(C)c(NC(=O)Nc2ccccc2)c(C)n1,-6.0,1.1,/
CN(C)C(=O)CSCc1c(Cl)cccc1Cl,20.4,/,i

# Additional records follow.
SMILES,OX1R antag,STK33 kinase inh,KCNQ2 inh
CC(C)=CCCC(C)N(C=O)C(C)CCC=C(C)C (stereo not given),8.3,-1.6,i
CCOc1ccc(Nc2cc(C)nc3ccc(C)cc23)cc1,13.7,-2.1,i
CCOC(=O)c1ccc(N2C(=O)C3CCOc4ccccc4C32)cc1 (stereo not given),6.0,-1.5,/
Cc1c(C(=O)NCC(c2ccco2)N2CCCC2)sc2ccccc12 (stereo not given),6.4,0.3,/
Cc1ccc(Cn2c(SCC(C)C)nc3c2c(=O)[nH]c(=O)n3C)cc1,12.0,0.3,i
CCCCNS(=O)(=O)c1cc2c3c(c1)CCN3C(=O)CC2,9.7,0.5,i
COc1ccccc1CNC(=O)CCC1N=C2c3ccccc3N=C(SCC(=O)NCC3CCCO3)N2C1=O (stereo not given),6.5,0.3,i
Cc1cnc(NC(=O)c2cccc(S(=O)(=O)N3CCOCC3)c2)s1,-1.5,3.7,/
CC(C)(C)NS(=O)(=O)c1ccc(NC(=O)c2cc(-c3ccccc3)nc3ccccc23)cc1,2.9,-0.4,i
CNc1ccc(Oc2nc([N+](=O)[O-])nn2C)cc1,54.8,0.6,i
O=C(Nc1cccc(OCC(=O)N2CCOCC2)c1)c1cccc(Cl)c1,16.3,0.5,i
COc1ccc(CCNC(=O)C(=O)NCc2ccccn2)cc1,11.0,0.3,i

# Full records from above. Screens in order: OX1R antag | STK33 kinase inh | KCNQ2 inh
# Cc1ccc(Cn2c(SCC(C)C)nc3c2c(=O)[nH]c(=O)n3C)cc1 reads 12.0 | 0.3 | i
# O=C(Nc1cccc(OCC(=O)N2CCOCC2)c1)c1cccc(Cl)c1 reads 16.3 | 0.5 | i

# Of the compounds above, these have a nitro group on carbon:
SMILES,OX1R antag,STK33 kinase inh,KCNQ2 inh
Cc1cccc(Cl)c1NC(=S)N1CCN(c2ccc([N+](=O)[O-])cn2)CC1,24.5,-0.8,i
Cc1cc([N+](=O)[O-])nn1CC(=O)N1N=C(C(F)F)CC1(O)C(F)F (stereo not given),19.1,-0.2,i
CNc1ccc(Oc2nc([N+](=O)[O-])nn2C)cc1,54.8,0.6,i

# More compounds follow.
SMILES,OX1R antag,STK33 kinase inh,KCNQ2 inh
c1ccc(CN2CCN(CCCNc3ccc4nnc(-c5ccccc5)n4n3)CC2)cc1,6.9,-1.5,i
COc1cc(NC(=O)COC(C)=O)cc(OC)c1OC,23.1,-0.8,i
N#Cc1ccc(COC(=O)c2ccc3c(c2)OCO3)cc1,10.5,-0.6,i
Cc1csc2ncc(C(=O)NCc3ccccn3)c(=O)n12,0.9,-0.1,i
CN1CCN(S(=O)(=O)c2ccc(NC(=S)NC(=O)c3ccccc3)cc2)CC1,33.0,13.9,i
CCOC(=O)c1sc(Nc2nc3cc4c(cc3s2)OCO4)cc1C,19.6,-1.6,i
C=CCOC(=O)C1=C[C@H](c2cn(C(C)=O)c3ccccc23)C[C@H](OCc2ccc(CO)cc2)O1,12.8,-0.9,i
O=C(CCc1nc2ccccc2[nH]1)NC1CCCCC1,4.9,-1.4,i
Cc1cc(C)c(S(=O)(=O)N/N=C/c2ccc3c(c2)OCO3)c(C)c1,/,-1.3,i
C/C=C\C(=O)Nc1cccc(C2=NOC3(C2)C[C@@H](C(N)=O)N(C(=O)C2(C)CC2)C3)c1 (stereo not given in full),23.2,-1.6,i
CC(C)c1ccc(/C=N/Nc2ccc(C(=O)O)cc2)cc1,7.9,-2.6,i
CCOC(=O)CN1C(=O)N[C@@H](c2ccco2)C(C(C)=O)=C1C,7.4,-2.1,i
O=C(O)c1cccc([N+](=O)[O-])c1C(=O)Nc1ccc2ccccc2c1,51.0,-0.8,i
O=C(Nc1cccc(C(F)(F)F)c1)c1cc[n+]([O-])cc1,17.7,0.6,i
Cc1cccc(N=Nc2cn[nH]c2-c2ccco2)c1,23.9,-1.1,i
O=S(=O)(Nc1ccc(Cl)c(C(F)(F)F)c1)c1cnc[nH]1,10.2,-0.1,i
COc1ccc(CNC(=S)Nc2cccc(F)c2)cc1,15.2,/,i
O=C1c2ccccc2-c2c1cccc2C(=O)N1CCN(C(=O)c2ccco2)CC1,22.7,3.6,i
C=CCn1c(=N)n(CC(=O)c2cccc([N+](=O)[O-])c2)c2ccccc21,38.6*,0.8,i
CN(CCOc1ccc(Cl)cc1)CC(=O)Nc1ccc(OC(F)(F)F)cc1,-3.3,-0.7,i
Nc1nc(SCC(=O)N2CCCC2)[nH]c(=O)c1NC(=O)c1cccs1,17.7,-0.5,i
O=C(c1ccco1)N1CCN(Cc2c(Cl)cccc2Cl)CC1,11.3,-4.9,i
COc1ccc(-n2cnnc2SCC(=O)Nc2cc(C)on2)cc1,12.5,-1.4,i
O=C(Nc1cccc2ncccc12)c1cccnc1,37.1,1.0,i
COc1cc(/C=C(/NC(C)=O)C(=O)O)cc(Cl)c1OCc1ccc(Br)cc1,3.6,-2.3,i
Cc1cc(C(=O)Nc2ccccc2Cc2ccccc2)no1,14.0,2.5,i
O=C(Cn1ncc(Cl)c(Cl)c1=O)NC1CCCCC1,9.2,-0.5,/
O=C(Nc1ccccc1N1CCCCC1)C1CCN(S(=O)(=O)c2cccc(C(F)(F)F)c2)CC1,17.8,-0.6,-6.88*
O=C(NCc1cccs1)c1cnc(Cl)c(Cl)c1,10.6,-1.6,i
O=C1CN(C(=O)COC(=O)c2ccc(C(F)(F)F)cc2)c2ccccc2N1,8.0,-1.7,/
CCOc1ccc(S(=O)(=O)N2CCC(C(=O)NC3CC3)CC2)cc1Cl,8.1,2.0,i
CCCn1nc(NC(=O)c2cccs2)c2cc3cc(OC)ccc3nc21,48.4,0.4,i
O=C1N(Cc2cccc(Cl)c2)C[C@@H]2C[C@@H](c3ccsc3)N3CCC[C@@]123,14.1,0.2,i
CC(=O)NC(C1C(=O)CC(C)(C)CC1=O)(C(F)(F)F)C(F)(F)F,9.8,-3.1,i
Cc1cnc(C(=O)OCC(=O)Nc2ccc3c(c2)OCCO3)cn1,-1.7,-1.5,/
O=C(CNC(=O)C1CCCCC1)OCn1nnc2ccccc2c1=O,-2.0,8.3,i

# Among those listed so far, 4 have bromine.
SMILES,OX1R antag,STK33 kinase inh,KCNQ2 inh
O=C(O)C1=C[C@@H](c2ccc(Br)cc2)C[C@@H](OCc2ccc(CO)cc2)O1,14.1,8.2,i
O=C(CSc1nc2ncc(Br)cc2[nH]1)Nc1ccc2c(c1)OCO2,29.5,-0.1,i
C/C(=N/NC(=O)c1cccc(Br)c1)C1CC2CCC1C2 (stereo not given),13.5,-1.8,i
COc1cc(/C=C(/NC(C)=O)C(=O)O)cc(Cl)c1OCc1ccc(Br)cc1,3.6,-2.3,i

# The results go on:
SMILES,OX1R antag,STK33 kinase inh,KCNQ2 inh
O=C(CCC(=O)Nc1ccc(Cl)cc1)N/N=C/c1ccc2c(c1)OCO2,43.7,0.6,i
Cc1[nH]nc(N2CCCCC2)c1[N+](=O)[O-],12.2,0.0,i
CCn1nc(C)c(/C=N/NC(=O)Cn2nccc2C)c1C,9.2,1.3,i
COc1cc(C)c(Cl)cc1S(=O)(=O)NCCN1CCOCC1,9.5,12.4,i
CN(CCOCCOc1ccc2ccccc2c1)Cc1ccccc1,12.3,-0.2,i
Cc1csc(=O)n1CCC(=O)OCC(=O)Nc1cc(Cl)ccc1[N+](=O)[O-],52.8*,1.0,i
Cc1cc(=O)oc2cc(OC(C)C(=O)NCCCN3CCCC3=O)c(Cl)cc12 (stereo not given),16.1,-0.9,i

# Compounds as they come (roughly 2.7% active in at least one column).
